DAX1 inh-1: DAX1 (NR0B1) inhibitors, primary screen, cell-based, HEK293, Gal4-DAX1, luciferase luminescence; HEK293 Gal4-DAX1 luciferase reporter; inhibition, % at 6.75 µM; Nuclear receptor subfamily 0 group B member 1 (Homo sapiens), P51843; actives 0.99% (n = 340,000); AID 504766, 2011;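 active means inhibition above the mean over all tested compounds plus 3 SD, cut at about 4.2% in these data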;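 further: 0% = DAX1-transfected cells with DMSO and 100% = empty-vector control cells with DMSO; inhibition shows as a rise in luminescence from relieved DAX1 repression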
GAA850 FXN act: FXN promoter activators, primary screen, cell-based, luciferase luminescence, HEK293 lucGAA850. HEK293 lucGAA850 FXN promoter luciferase reporter, 24 h; percent of 10 µM SAHA response. activation, % at 6 µM. actives 0.56% (n = 360,000);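 active means activation above the average of all compounds screened plus 3 SD, cutoff fixed separately per campaign, cut at about 7.5% in these data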;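 further: 0% = DMSO wells and 100% = 10 µM SAHA wells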
ssDAF12 agonist: S. stercoralis DAF-12 nuclear receptor activators, primary screen, cell-based, luminescence, HEK293, GRIP1 co-expression, lit1-tk-luc | AID 652126, 2013 | HEK293 ssDAF-12/GRIP1 lit1-tk-luc reporter; % of 3 µM dafachronic acid response | Nuclear hormone receptor DAF-12 (Strongyloides stercoralis) | activation, % at 6.8 µM | actives 1% (n = 370,000);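 active means activation above the mean over all tested compounds plus 3 SD, cut at about 0.9% in these data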;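 further: 0% = DMSO-only wells and 100% = 3 µM delta7-dafachronic acid wells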
hcDAF12 agonist: H. contortus DAF-12 nuclear receptor activators, primary screen, cell-based, luminescence, HEK293, lit1-tk-luc reporter. HEK293 hcDAF-12 lit1-tk-luc reporter; 0% DMSO, 100% Δ7-dafachronic acid. activation, % at 6.8 µM. actives 1.4% (n = 370,000);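 active means activation above the mean of all tested compounds plus 3 SD, cut at about 5.5% in these data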;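 further: 100% = response to 3 µM Δ7-dafachronic acid high control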
GC-B act: human GC-B receptor activators, primary screen, HEK293 GC-B cells, cGMP TR-FRET, EC30 CNP | 0% at EC30 CNP, 100% saturating CNP | activation, % at 10 µM | actives 0.11% (n = 370,000);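 active means activation at 10 µM reaching about 35% in either raw or pattern-adjusted values, limit read from the data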
DAX1 inh-2: DAX1 (NR0B1) inhibitors on StAR promoter, primary screen, cell-based, luminescence, SF-1 (NR5A1), full-length DAX-1 | HEK293T StAR-luciferase reporter, SF-1/DAX-1 repression relief | inhibition, % at 6.8 µM | actives 1.1% (n = 370,000) | AID 652010, 2013;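 active means inhibition above the mean over all tested compounds plus 3 SD, cut at about 3.6% in these data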;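 further: 0% = DAX-1 cells with DMSO and 100% = cells lacking DAX-1 with DMSO; higher inhibition means more luminescence from relief of DAX-1 repression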
KLK7 zymogen act: proKLK7 zymogen activators, primary screen, biochemical, fluorescence intensity; Kallikrein-7 (Homo sapiens), P49862; purified proKLK7, EDANS-DABCYL substrate fluorescence; 100% is mature enzyme control, 0% vehicle; activation, % at 7 µM; actives 0.9% (n = 370,000); AID 652039, 2013;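 active means activation above the mean of all tested compounds plus 3 SD, computed per campaign excluding outliers beyond control limits, cut at about 13% in these data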
hgDAF-12 ag: H. glycines DAF-12 receptor agonists, primary screen, cell-based, luminescence, HEK293, GAL4 fusion, UAS-luciferase. actives 1.8% (n = 370,000). HEK293 GAL4-hgDAF12 UAS-luciferase reporter, agonist luminescence; normalized to butyrate control. activation, % at 6.8 µM. Nuclear hormone receptor DAF-12 (Heterodera glycines), GAL4 fusion. AID 687014, 2013;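 active means activation above a cutoff set at the mean of all screened compounds plus 3 SD, cut at about 10% in these data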;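 further: 0% = DMSO wells and 100% = sodium butyrate wells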
SMARCA2 act: SMARCA2 (BRM) function activators, primary screen, cell-based, luminescence, high throughput. MG213 cells, MMTV-luciferase reporter, dexamethasone, overnight. activation, % at 9.1 µM. actives 1% (n = 370,000). AID 652017, 2013; in the data active means activation above about 7.8%;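 further: 0% = vehicle wells and 100% = reference activator wells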
NPR1 activator: GC-A stimulated cGMP production enhancers – HEK293 GC-A cells, cGMP TR-FRET, EC30 ANP, primary screen | Atrial natriuretic peptide receptor 1 (Homo sapiens), P16066 | 0% at EC30 ANP, 100% saturating ANP | activation, % at 10 µM | actives 0.14% (n = 370,000) | AID 1671463, 2021; in the data active means activation above about 40%
Target sequence (P16066 whole entry, looked up): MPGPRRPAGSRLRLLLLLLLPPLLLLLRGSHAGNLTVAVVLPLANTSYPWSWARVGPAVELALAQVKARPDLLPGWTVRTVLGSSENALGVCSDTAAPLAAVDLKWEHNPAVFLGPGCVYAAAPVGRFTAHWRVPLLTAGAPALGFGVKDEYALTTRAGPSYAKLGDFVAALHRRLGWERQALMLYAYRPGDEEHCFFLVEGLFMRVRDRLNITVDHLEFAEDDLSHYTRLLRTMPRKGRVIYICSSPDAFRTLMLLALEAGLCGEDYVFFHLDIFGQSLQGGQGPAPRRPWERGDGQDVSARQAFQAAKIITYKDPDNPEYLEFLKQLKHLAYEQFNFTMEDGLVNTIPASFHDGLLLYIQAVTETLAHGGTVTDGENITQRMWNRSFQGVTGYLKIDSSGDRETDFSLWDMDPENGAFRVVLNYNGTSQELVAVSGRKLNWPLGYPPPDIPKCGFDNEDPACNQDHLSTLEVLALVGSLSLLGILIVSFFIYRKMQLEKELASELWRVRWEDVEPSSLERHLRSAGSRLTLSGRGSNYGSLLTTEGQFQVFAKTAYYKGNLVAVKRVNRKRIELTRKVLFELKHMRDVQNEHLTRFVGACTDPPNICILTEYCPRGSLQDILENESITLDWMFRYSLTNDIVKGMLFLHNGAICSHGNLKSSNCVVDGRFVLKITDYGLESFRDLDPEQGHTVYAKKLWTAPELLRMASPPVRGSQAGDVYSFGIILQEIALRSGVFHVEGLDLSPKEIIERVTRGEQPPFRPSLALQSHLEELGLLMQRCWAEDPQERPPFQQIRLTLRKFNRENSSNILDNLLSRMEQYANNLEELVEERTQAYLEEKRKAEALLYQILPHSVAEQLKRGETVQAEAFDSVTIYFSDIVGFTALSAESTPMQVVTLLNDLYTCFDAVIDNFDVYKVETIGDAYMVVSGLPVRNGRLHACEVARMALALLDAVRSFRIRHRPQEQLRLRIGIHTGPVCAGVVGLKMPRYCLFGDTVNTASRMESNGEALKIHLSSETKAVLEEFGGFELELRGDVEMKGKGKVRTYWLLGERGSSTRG
sPLA2-III inh: human group III sPLA2 inhibitors, primary screen, biochemical, QFRET, BODIPY PC-A2 liposome substrate; actives 0.56% (n = 370,000); QFRET BODIPY PC-A2 liposome hydrolysis, fluorescence; Group 3 secretory phospholipase A2 (Homo sapiens), Q9NZ20; inhibition, % at 12.2 µM;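 active means inhibition above mean plus 3 SD of compounds lying within the high and low control bounds, cut at about 19% in these data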;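 further: 0% = median of test compound wells and 100% = no enzyme DMSO wells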
* marks the source's active call; other numbers are inactive results; x = not tested or not shown. Compounds as they come; about 6.7% have a hit in one of these screens.

SMILES	DAX1 inh-1	GAA850 FXN act	ssDAF12 agonist	hcDAF12 agonist	GC-B act	DAX1 inh-2	KLK7 zymogen act	hgDAF-12 ag	SMARCA2 act	NPR1 activator	sPLA2-III inh
CC(C)(C)c1ccc(OCCCC(=O)NC2=NCCS2)cc1	-0.6	2.3	-1.0	-2.0	-2	-1.1	-0.2	0.2	-5	-6	9
COc1cccc(N(CC(=O)Nc2cccc(N(C)S(C)(=O)=O)c2)S(C)(=O)=O)c1	0.1	0.2	-1.7	-2.1	2	-0.4	0.3	-0.6	-3	4	-2
O=C(CN1CCN(CCN2C(=O)c3cccc4cccc(c34)C2=O)CC1)c1ccc(F)cc1	-0.2	-3.5	-1.4	-0.5	-4	-0.5	0.0	0.5	1	5	3
COc1ccc(Cn2cc(CN3CC(N4CCN(CCO)CC4)CS3(=O)=O)nn2)cc1 (stereo unspecified)	x	x	-1.0	-1.3	-2	1.1	-0.3	0.3	-4	0	8
CN(Cc1ccn[nH]1)C(=O)C1CCC(=O)N(Cc2cccc(C(F)(F)F)c2)C1 (stereo unspecified)	0.7	0.2	-0.3	-0.7	-3	-0.4	-0.9	4.1	-1	-2	0
COc1nc(OC)nc(N2CCC(C(=O)N(C)Cc3ccccc3F)CC2)n1	x	x	-0.8	-1.9	0	-0.8	0.1	0.9	2	0	-1
COc1ccc(-c2nnc(SCC(=O)c3ccc(O)cc3O)o2)cc1	0.8	0.1	-0.5	1.6	-3	0.5	0.1	-0.3	1	3	-13
Cc1nn(C(C)C(=O)NCc2ccco2)c(C)c1[N+](=O)[O-] (stereo unspecified)	0.9	0.0	-1.4	-0.6	1	0.3	-1.4	-2.3	-1	0	1
CO/N=C/c1cccn1-c1nccc(N(C)C)c1C#N	x	4.2	-0.7	0.3	4	-0.6	-0.5	-1.2	-3	-1	3
COc1ccc(-c2csc(C(C)(O)c3ccc(F)c(F)c3)n2)cc1 (stereo unspecified)	x	-0.3	-1.2	-2.5	-3	-2.0	-0.3	2.1	-6	-1	-7
O=S(=O)(c1cccc(F)c1)N1CCN(Cc2cc3c(cc2Br)OCCO3)CC1	-0.8	0.8	-1.9	-0.1	-8	-0.1	0.2	-3.8	-3	-6	-13
COc1cccc(NC(=O)COC(=O)c2ccc(S(=O)(=O)NCc3ccco3)cc2)c1	0.3	-1.1	-1.4	0.2	-1	0.6	-0.8	1.4	-1	4	-22
COc1ccc(OC)c(NC(=O)CCN2CCCCC2)c1	0.3	0.6	-0.9	0.2	0	0.5	0.3	-1.0	-6	4	4
CC1CCCC(C)N1/N=C/c1ccccc1C(=O)O (stereo unspecified)	1.2	-1.5	-1.0	-1.9	-1	-0.1	-0.1	-1.3	-3	2	-2
COc1ccc(NC(=O)CN(C)C(=O)c2ccc(C)c(S(=O)(=O)N3CCCCC3)c2)cc1	-0.3	-1.3	-0.9	0.6	1	0.1	-0.2	-1.2	-3	2	-2
CSc1ccc(CN(C)CC(=O)Nc2cccc(Br)c2)cc1	-0.7	0.5	-0.6	-2.4	-11	-0.9	0.1	-0.1	-4	-7	0
CN1CCN(c2ccc(CNS(=O)(=O)c3ccsc3)cc2)CC1	x	-1.0	-1.1	0.6	-9	0.4	-0.3	0.5	-2	3	3
Cc1c(N(CC(=O)O)S(=O)(=O)c2ccccc2)c(=O)n(-c2ccccc2)n1C	-0.5	-0.8	-1.5	-1.3	4	-0.5	0.0	-2.1	-3	4	8
CCn1cc(C(=O)OCC(=O)N2C(C)CCCC2C)c(=O)c2ccc(C)nc21 (stereo unspecified)	-0.4	1.6	-1.5	0.0	5	0.3	-0.3	2.5	-1	2	2
O=C(Cc1ccc(NC(=O)C2CCCN(C(=O)C3CC3)C2)cc1)Nc1ccc(C(=O)N2CCOCC2)cc1 (stereo unspecified)	0.0	-0.9	-1.3	0.9	-7	1.6	0.3	-0.8	-1	-1	-2
COc1cccc(NC(=O)CN(C)C(=O)c2ccc(NS(=O)(=O)c3ccc(F)cc3)cc2)c1	-0.1	0.8	-0.3	-0.6	5	-0.2	0.4	0.7	-1	2	-7
O=C(Nn1c(C2CCCCC2)nc2ccccc2c1=O)c1ccc([N+](=O)[O-])cc1	-0.6	-3.2	-1.3	0.1	3	0.0	-0.8	2.8	1	-3	6
CC1CCN(CCC(=O)N/N=C/c2ccc([N+](=O)[O-])cc2)CC1	-1.5	0.7	-1.6	-1.7	0	-1.9	0.3	-3.6	-2	0	5
Cc1ccccc1C(=O)Nc1c(C(=O)N2CCN(C)CC2)cnn1-c1ccccc1	0.2	1.9	0.0	-0.9	-1	1.2	0.2	0.5	-2	2	8
CC1(C(=O)NS(=O)(=O)c2ccc(Br)cc2)CCN1C(=O)CCc1ccccc1 (stereo unspecified)	x	-0.8	-1.3	0.7	1	-1.0	0.6	-2.4	-3	2	12

Entries shown so far with a COOH group:
SMILES	DAX1 inh-1	GAA850 FXN act	ssDAF12 agonist	hcDAF12 agonist	GC-B act	DAX1 inh-2	KLK7 zymogen act	hgDAF-12 ag	SMARCA2 act	NPR1 activator	sPLA2-III inh
CC1CCCC(C)N1/N=C/c1ccccc1C(=O)O (stereo unspecified)	1.2	-1.5	-1.0	-1.9	-1	-0.1	-0.1	-1.3	-3	2	-2
Cc1c(N(CC(=O)O)S(=O)(=O)c2ccccc2)c(=O)n(-c2ccccc2)n1C	-0.5	-0.8	-1.5	-1.3	4	-0.5	0.0	-2.1	-3	4	8

Following part.
SMILES	DAX1 inh-1	GAA850 FXN act	ssDAF12 agonist	hcDAF12 agonist	GC-B act	DAX1 inh-2	KLK7 zymogen act	hgDAF-12 ag	SMARCA2 act	NPR1 activator	sPLA2-III inh
O=C(CSc1nnc(-c2ccccc2)n1Cc1ccccc1)N1CCCC1	-1.1	-2.4	-0.6	-1.0	-6	-0.1	0.3	-0.7	5	0	5
O=C1c2cc(S(=O)(=O)NCCO)ccc2-c2ccc(S(=O)(=O)NCCO)cc21	0.3	0.6	-0.8	-2.3	-5	0.3	-0.2	0.7	-2	0	-1
COc1ccc(CSc2nnc(C)s2)cc1F	0.3	3.3	-0.1	0.7	0	2.4	-0.2	11*	5	2	3
CCC(=O)Nc1cccc(NC(=O)c2ccc(C)cc2Cl)c1	0.2	0.1	0.2	4.0	2	1.6	-0.4	0.6	6	5	-3
CC(C)Cc1nnc(NC(=O)CCC(=O)N2CCN(c3ccccn3)CC2)s1	0.8	1.4	-1.2	-0.1	0	-0.5	-0.5	-1.7	-1	1	-4
Cc1ccc(S(=O)(=O)Cn2nnnc2C(C(C)C)N2CCN(Cc3ccco3)CC2)cc1 (stereo unspecified)	-0.5	-4.6	-0.9	0.6	-1	-0.3	-0.4	1.1	2	3	-13
COC(=O)COc1ccc(S(=O)(=O)Nc2ccc(C(N)=O)cc2)cc1	-0.1	-3.8	-1.4	0.4	3	-0.8	-0.1	0.8	-3	0	6
Cc1csc(NC(=O)CSc2nnc(-c3ccncc3)n2C)n1	0.4	-0.5	-2.1	-1.2	-1	1.2	0.4	1.8	1	0	-1
O=C(c1cc(-c2ccncc2)nc2ccc(Br)cc12)N1CCN(c2ccccn2)CC1	-1.8	-4.4	-1.2	-0.8	-2	-1.4	-0.4	-2.8	0	0	-3
COc1ccccc1N1CCN(C(=O)c2ccc(S(=O)(=O)N3CCCCCC3)cc2)CC1	-1.3	1.7	-1.5	-2.0	4	-1.2	0.0	-1.9	-1	2	-6
Cc1ccccc1NC(=O)c1cccc(N2C(=O)C3C4CCC(C4)C3C2=O)c1 (stereo unspecified)	-0.3	-1.9	-1.3	-0.8	2	0.3	-0.8	2.8	-2	0	6
O=C1COc2ccc(S(=O)(=O)NCc3ccc(Cl)cc3)cc2N1	0.5	-0.7	-1.1	-1.3	-6	-0.3	-0.3	-1.5	-3	0	0
Cc1ccc(OCCNC(=O)C2CCCCC2)cc1	1.5	1.4	0.3	-0.8	1	0.1	-0.5	-0.6	1	1	-2
COc1ccc(S(=O)(=O)N2CCC(C(=O)NCCC(=O)Nc3cccc(OC)c3)CC2)cc1	0.7	0.1	-1.4	-1.2	-6	-1.8	0.6	-1.6	1	-4	-13
CCOc1ccccc1C1C(C#N)=C(N)Nc2onc(-c3ccccc3)c21 (stereo unspecified)	0.8	-0.6	-0.9	1.1	-9	-0.4	1.8	-0.5	-7	-8	-13
O=C(Nc1cccc(-c2ccc3nncn3n2)c1)c1ccco1	0.5	1.6	-1.5	0.6	-2	0.7	0.0	0.0	2	1	1
O=C1CN(C(=O)CC2C(=O)NCCN2Cc2ccccc2C(F)(F)F)CCN1 (stereo unspecified)	-0.1	0.5	-0.3	2.3	-1	0.9	-0.6	-0.7	-3	0	2
Cc1[nH]c(=O)[nH]c(=O)c1S(=O)(=O)N1CCCC(C(=O)N2CCN(c3cccc(C(F)(F)F)c3)CC2)C1 (stereo unspecified)	0.2	3.8	-1.0	-1.5	1	0.6	-0.4	3.0	4	0	-3
C/C(=N\NC(=O)COc1ccc(C#N)cc1)c1ccc(N2CCOCC2)cc1	-0.2	0.5	-1.2	-0.9	4	-0.4	0.3	2.9	1	-2	1
O=[N+]([O-])c1cccc(CSc2cccc[n+]2[O-])c1	-1.4	0.4	-1.2	-0.1	-5	-0.8	0.2	0.7	-3	-3	6
CCOc1cc(/C=C(\C#N)C(=O)Nc2cccc(C(=O)O)c2)ccc1OCc1ccc(Br)cc1	0.4	0.1	-0.5	0.6	-3	-0.5	0.1	1.1	-3	-4	0
CC(=O)Nc1ccc(S(=O)(=O)Nc2nc3nc(-c4ccccc4)cc(-c4ccccc4)n3n2)cc1	0.6	0.1	-1.3	-0.1	4	0.1	-22	-0.2	6	5	-6
CCC(=O)Nc1cccc(NC(=O)CSc2nnnn2C2CCCC2)c1	-0.6	1.0	-1.5	-1.1	6	-0.2	0.6	-1.1	-2	1	-2
COc1ccc(Cl)cc1NS(=O)(=O)c1cc(Br)cnc1N	-0.4	2.0	-1.2	1.0	2	0.9	-0.2	1.0	-2	-2	-22
Cc1ccccc1-c1nc(CS(=O)(=O)CC(=O)N2CCN(C)CC2)c(C)o1	-0.4	1.9	-1.1	0.2	2	-0.2	0.4	0.1	-2	2	-8
CC(C)=C1C(=O)NN(c2ccc(C)c(Cl)c2)C1=O	-0.6	1.6	-0.4	-0.6	-1	0.7	0.8	3.5	0	0	2
COc1ccc(-c2cc(=O)oc3c(C)c(O)ccc23)cc1	-0.9	-2.0	-1.3	0.5	7	-0.7	-64	1.0	-4	15	-6
